Screening data from PubChem BioAssay.
GalR3 antag – antagonists of human GalR3; O60755; HEK293 GalR3-CNG cAMP membrane potential fluorescence; galR3 body fused to GalR1 C-terminus; inhibition, % at 3 µM; 360,000 tested, 0.44% active; AID 651719;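 active = inhibition above the screen-wide average plus 3 SD, cut at about 13% in these data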;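 note: forskolin and galanin both at EC90 stimulate the cells; cAMP rise reported by CNG channel membrane potential dye signal; 0% = forskolin plus galanin with DMSO and 100% = forskolin alone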
PHOSPHO1 inh – PHOSPHO1 (human) inhibition; Q8TCT1; 290,000 tested, 1.1% active; AID 1565; recombinant PHOSPHO1, absorbance phosphatase assay; inhibition, % at 13.3 µM; in the data active = inhibition above about 60%
Target sequence (Q8TCT1 whole entry, looked up): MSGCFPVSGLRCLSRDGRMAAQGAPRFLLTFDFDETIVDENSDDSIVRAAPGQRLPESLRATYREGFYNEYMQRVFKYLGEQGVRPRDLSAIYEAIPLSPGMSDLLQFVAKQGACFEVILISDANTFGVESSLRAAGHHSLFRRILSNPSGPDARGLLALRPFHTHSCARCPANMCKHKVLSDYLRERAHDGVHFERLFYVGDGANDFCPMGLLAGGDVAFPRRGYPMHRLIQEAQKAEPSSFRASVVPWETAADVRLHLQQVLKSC
HCV NS3 hel inh – blocks Hepatitis C virus NS3 helicase unwinding. NS3 helicase DNA unwinding, Cy5 molecular beacon fluorescence. inhibition, % at 10.9 µM. 290,000 tested, 0.56% active;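 active = inhibition above the mean of all tested compounds plus 3 SD, set per campaign, cut at about 35% in these data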;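 note: 0% = DMSO wells and 100% = thioflavine S control wells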
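System: Hepatitis C virus NS3 helicase domain fragment enzyme | Reagent: Annealed dual-labelled DNA beacon duplex, ATP-started | Compound dosing: 10.9 µM single point, 0.8% DMSO | Incubation: 1 h reaction at 25 °C, ATP-initiated | Technique: Cy5 fluorescence | Evaluation: Percent inhibition from t60/t0 fluorescence ratio | Benchmarks: Low DMSO, high thioflavine S at 110 µM | Replication: Singlicate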
GPR7 antagonist – blocks human GPR7 receptor signaling. AID 1861. GPR7-expressing cells, fluorescence antagonist assay. P48145. 290,000 tested, 1.1% active. inhibition, % at 4.4 µM; in the data active = inhibition above about 16%, passing the limit was not always enough;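 note: cells stimulated with the agonist NPW; 0% = agonist with vehicle and 100% = vehicle without agonist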
IMP-1 inh – inhibitors of Pseudomonas aeruginosa IMP-1 metallo-beta-lactamase; purified IMP-1, nitrocefin hydrolysis, epi-absorbance fluorescence; inhibition, % at 5.6 µM; 290,000 tested, 0.45% active; AID 1556;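 active = inhibition above the mean plus 3 SD of all compounds in the same screening run, cut at about 4.5% in these data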;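 note: 0% = IMP-1 with DMSO and 100% = DMSO wells lacking enzyme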
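system = purified recombinant IMP-1 beta-lactamase | amount = 0.2 nM IMP-1, as dispensed | medium = HEPES buffer pH 7.1 with ZnSO4 and Brij 35 | times = 25 °C, 15 min preincubation, 25 min reaction | detection = plate fluorescence quenching by hydrolysis product, ex 480/em 530 nm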
FID counter – displaces DNA intercalator in HCV helicase counter-screen; DNA fluorescent intercalator displacement, fluorescence; inhibition, % at 7.9 µM; 290,000 tested, 0.17% active; in the data active = inhibition above about 37%;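 note: 0% = vehicle and 100% = reference compound; higher means more ethidium bromide displaced from hairpin DNA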
VIM-2 inhibitor – blocks Pseudomonas aeruginosa VIM-2 metallo-beta-lactamase | purified VIM-2, nitrocefin hydrolysis, epi-absorbance fluorescence | AID 1527 | inhibition, % at 5.6 µM | 290,000 tested, 0.89% active;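 active = inhibition above the mean of all tested compounds plus 3 SD, cutoff set per screening run, cut at about 7.5% in these data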;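 note: red hydrolysis product quenches plate fluorescence so inhibitors raise well fluorescence; 0% = enzyme with DMSO and 100% = DMSO without enzyme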
V1aR counter – counter-screen for oxytocin receptor agonists: human V1a receptor agonists. P37288. CHO-V1R cells, Fluo-8 calcium fluorescence, agonist mode; 0% DMSO, 100% 3 nM vasopressin. activation, % at 3 µM. 320,000 tested, 0.25% active;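 active = activation above the mean activation of all tested compounds plus 3 SD, per screening run, cut at about 20% in these data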;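 note: signal is peak over basal fluorescence ratio across a 100 second FLIPR read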
Target sequence (P37288 whole entry, looked up): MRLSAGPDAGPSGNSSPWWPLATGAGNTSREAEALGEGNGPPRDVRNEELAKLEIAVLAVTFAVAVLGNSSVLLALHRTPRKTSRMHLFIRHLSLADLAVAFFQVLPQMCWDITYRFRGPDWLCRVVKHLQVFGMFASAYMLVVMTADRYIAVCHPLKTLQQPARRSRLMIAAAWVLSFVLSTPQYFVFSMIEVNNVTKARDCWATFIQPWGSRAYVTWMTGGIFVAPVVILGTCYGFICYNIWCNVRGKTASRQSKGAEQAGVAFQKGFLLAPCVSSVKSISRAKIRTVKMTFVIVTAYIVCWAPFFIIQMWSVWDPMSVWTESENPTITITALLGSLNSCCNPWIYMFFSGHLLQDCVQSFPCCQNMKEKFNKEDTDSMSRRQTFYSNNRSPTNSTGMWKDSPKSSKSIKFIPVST
OXTR agonist – human OXTR agonism; P30559; CHO-OTR cells, Fluo-8 calcium fluorescence; normalized: DMSO 0%, oxytocin 100%; activation, % at 3 µM; 320,000 tested, 0.32% active; AID 2435;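 active = activation above the mean of all tested compounds plus 3 SD, cutoff set per screening run, cut at about 20% in these data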;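 note: peak over basal fluorescence ratio from a 100 s FLIPR kinetic read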
Target sequence (P30559 whole entry, looked up): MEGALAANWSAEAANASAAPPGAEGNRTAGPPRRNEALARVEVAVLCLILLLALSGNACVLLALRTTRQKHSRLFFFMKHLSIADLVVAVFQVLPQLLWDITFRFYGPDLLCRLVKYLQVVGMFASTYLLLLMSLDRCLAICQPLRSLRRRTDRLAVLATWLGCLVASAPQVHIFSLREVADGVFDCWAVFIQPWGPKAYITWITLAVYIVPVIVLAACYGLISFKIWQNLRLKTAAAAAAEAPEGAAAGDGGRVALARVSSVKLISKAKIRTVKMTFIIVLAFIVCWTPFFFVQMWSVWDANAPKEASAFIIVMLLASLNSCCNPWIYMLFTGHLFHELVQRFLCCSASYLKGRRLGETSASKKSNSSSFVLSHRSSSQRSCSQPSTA
Active calls of the source: *.

Screening O=C(CC1C(=O)NCCN1Cc1ccccc1)NCCC1=CCCCC1 (stereo unspecified) returned GalR3 antag 1, PHOSPHO1 inh 7, HCV NS3 hel inh -18, GPR7 antagonist 1, IMP-1 inh -4.0, FID counter -12, VIM-2 inhibitor -0.4, V1aR counter -0.7 and OXTR agonist 0.0.
For Cc1cc(NC(=O)c2ccc(NC(=O)C3CC3)cc2)no1 the results were GalR3 antag -4, PHOSPHO1 inh 13, HCV NS3 hel inh -2, GPR7 antagonist 0, IMP-1 inh -3.1, FID counter 2, VIM-2 inhibitor -2.5, V1aR counter -0.2 and OXTR agonist 0.5.
`O=C(Nc1sc2c(c1C(=O)NCCO)CCCC2)c1ccco1` gave GalR3 antag -9, PHOSPHO1 inh 36, HCV NS3 hel inh 6, GPR7 antagonist -1, IMP-1 inh -3.2, FID counter -12, VIM-2 inhibitor -1.2, V1aR counter 2.7 and OXTR agonist -0.2.
For CC(=O)Nc1nc(C)c(-c2csc(Nc3ccc(S(N)(=O)=O)cc3)n2)s1 the results were GalR3 antag -1, PHOSPHO1 inh 20, HCV NS3 hel inh 12, GPR7 antagonist -17, IMP-1 inh -1.8, FID counter -7, VIM-2 inhibitor -1.0, V1aR counter -0.3 and OXTR agonist 0.3.
O=C(COc1ccccc1[N+](=O)[O-])N/N=C/c1cccc(OC(=O)c2ccc3c(c2)OCO3)c1 was read as GalR3 antag 3, PHOSPHO1 inh -4, HCV NS3 hel inh 11, GPR7 antagonist 8, IMP-1 inh -3.3, FID counter -9, VIM-2 inhibitor -0.2, V1aR counter 5.4 and OXTR agonist 6.0.
For CCOc1ccc(-n2c(C)c(C(C)=O)c(C(C)=O)c2C)cc1 the results were GalR3 antag -1, PHOSPHO1 inh -32, HCV NS3 hel inh 0, GPR7 antagonist 2, IMP-1 inh -1.2, FID counter -9, VIM-2 inhibitor -3.0, V1aR counter 2.9 and OXTR agonist 3.8.
O=C(NC1=NCCS1)c1cc2ccccc2o1 was read as GalR3 antag -3, PHOSPHO1 inh -45, HCV NS3 hel inh -2, GPR7 antagonist -15, IMP-1 inh 4.0, FID counter 0, VIM-2 inhibitor 1.2, V1aR counter -0.3 and OXTR agonist 1.3.
For CCOc1ccc(S(=O)(=O)N2CCCC(C(=O)N3CCN(CC)CC3)C2)cc1Cl (stereo unspecified) the results were GalR3 antag -6, PHOSPHO1 inh 10, HCV NS3 hel inh -10, GPR7 antagonist -15, IMP-1 inh -1.8, FID counter 3, VIM-2 inhibitor -1.1, V1aR counter 0.4 and OXTR agonist -0.2.
Screening C=C(C)CCOC(=O)C(CC(=O)O)NCc1ccco1 (stereo unspecified) returned GalR3 antag -2, PHOSPHO1 inh 15, HCV NS3 hel inh 17, GPR7 antagonist -21, IMP-1 inh -2.1, FID counter -2, VIM-2 inhibitor -1.9, V1aR counter 0.1 and OXTR agonist 2.0.
`CCOC(=O)CC(NC(=O)c1ccc(C)cc1)c1ccc(OC)cc1` (stereo unspecified) gave GalR3 antag -7, PHOSPHO1 inh 8, HCV NS3 hel inh 0, GPR7 antagonist -2, IMP-1 inh -3.0, FID counter -11, VIM-2 inhibitor -5.1, V1aR counter -0.5 and OXTR agonist 0.2.
Screening O=C(O)CCCCCN1C(=O)CCC1=O returned GalR3 antag -1, PHOSPHO1 inh 6, HCV NS3 hel inh 3, GPR7 antagonist 4, IMP-1 inh -1.9, FID counter 3, VIM-2 inhibitor -1.8, V1aR counter 1.4 and OXTR agonist 2.3.
For Cc1ccc(-c2nn3c(C)nnc3s2)cc1N the results were GalR3 antag -8, PHOSPHO1 inh 13, HCV NS3 hel inh 9, GPR7 antagonist 7, IMP-1 inh -1.3, FID counter 3, VIM-2 inhibitor 0.3, V1aR counter 0.0 and OXTR agonist 0.5.
N#C/C(N)=C(/C#N)N=Cc1cccc(Cl)c1 was read as GalR3 antag -2, PHOSPHO1 inh 19, HCV NS3 hel inh -8, GPR7 antagonist 6, IMP-1 inh -1.4, FID counter -1, VIM-2 inhibitor -0.9, V1aR counter 3.5 and OXTR agonist -0.6.
For COc1ccc(Nc2nc(-c3ccncc3)nc3ccccc23)cc1 the results were GalR3 antag -6, PHOSPHO1 inh 27, HCV NS3 hel inh -5, GPR7 antagonist -7, IMP-1 inh -1.7, FID counter -23, VIM-2 inhibitor 11*, V1aR counter -1.3 and OXTR agonist -2.5.
`COc1ccc(-c2cc(C(F)(F)F)n3nc(C(=O)Nc4c(C)n(C)n(-c5ccccc5)c4=O)c(Cl)c3n2)cc1` gave GalR3 antag -5, PHOSPHO1 inh 16, HCV NS3 hel inh -19, GPR7 antagonist -4, IMP-1 inh -3.2, FID counter 1, VIM-2 inhibitor -1.7, V1aR counter -0.4 and OXTR agonist 0.3.
Screening CC1(C)CC(=O)C2=C(C1)OC(N)=C([N+](=O)[O-])C2c1ccc(F)cc1 (stereo unspecified) returned GalR3 antag -6, PHOSPHO1 inh -1, HCV NS3 hel inh -13, GPR7 antagonist -16, IMP-1 inh -1.8, FID counter -3, VIM-2 inhibitor -4.1, V1aR counter 0.4 and OXTR agonist -1.1.
For CSc1nc(C)c2c(n1)N(c1ccc(F)cc1)CC2 the results were GalR3 antag -3, PHOSPHO1 inh 29, HCV NS3 hel inh 3, GPR7 antagonist 3, IMP-1 inh -1.9, FID counter -1, VIM-2 inhibitor -5.7, V1aR counter -0.9 and OXTR agonist -2.8.
Screening OC(Cc1nc2ccccc2[nH]1)c1ccccc1Cl (stereo unspecified) returned GalR3 antag -6, PHOSPHO1 inh 38, HCV NS3 hel inh 1, GPR7 antagonist -6, IMP-1 inh -3.6, FID counter 1, VIM-2 inhibitor -1.1, V1aR counter 0.5 and OXTR agonist 0.9.
For COc1ccc(CNC(=O)C2CCC(CNS(=O)(=O)c3cccc4nsnc34)CC2)cc1 (stereo unspecified) the results were GalR3 antag 9, PHOSPHO1 inh -3, HCV NS3 hel inh -7, GPR7 antagonist -2, IMP-1 inh -6.4, FID counter -4, VIM-2 inhibitor -1.8, V1aR counter -0.3 and OXTR agonist 0.4.
Screening COc1ccc(-c2csc(NC(=O)Cc3cccc4ccccc34)c2C(=O)O)cc1 returned GalR3 antag -5, PHOSPHO1 inh 53, HCV NS3 hel inh -14, GPR7 antagonist -3, IMP-1 inh 7.7*, FID counter -25 and VIM-2 inhibitor 0.3.
O=C(CCCn1c(=S)[nH]c2cc3c(cc2c1=O)OCO3)NC1CC1 was read as GalR3 antag -4, PHOSPHO1 inh -75, HCV NS3 hel inh 1, GPR7 antagonist -9, IMP-1 inh -3.0, FID counter -2, VIM-2 inhibitor -1.2, V1aR counter 0.1 and OXTR agonist 0.0.
`COc1cc(C)ccc1OCc1cc(C(=O)N(Cc2nccn2C)C(C)C)no1` gave GalR3 antag 1, PHOSPHO1 inh 58, HCV NS3 hel inh 10, GPR7 antagonist -8, IMP-1 inh -3.9, FID counter -15, VIM-2 inhibitor -2.3, V1aR counter 2.4 and OXTR agonist 12.
Screening Cc1cccc(NC(=O)c2cccc(S(=O)(=O)N3CCCCC3)c2)c1 returned GalR3 antag -9, PHOSPHO1 inh 22, HCV NS3 hel inh -15, GPR7 antagonist -14, IMP-1 inh -1.3, FID counter -22, VIM-2 inhibitor 1.1, V1aR counter 1.5 and OXTR agonist 0.7.
`O=C(NCc1ccccc1)c1onc(CSc2ccccc2)c1C(=O)NCC1CC1` gave GalR3 antag -11, PHOSPHO1 inh 13, V1aR counter 7.0 and OXTR agonist 7.4.

4 compounds picked at random from the list so far:
For CSc1nc(C)c2c(n1)N(c1ccc(F)cc1)CC2 the results were GalR3 antag -3, PHOSPHO1 inh 29, HCV NS3 hel inh 3, GPR7 antagonist 3, IMP-1 inh -1.9, FID counter -1, VIM-2 inhibitor -5.7, V1aR counter -0.9 and OXTR agonist -2.8.
`COc1cc(C)ccc1OCc1cc(C(=O)N(Cc2nccn2C)C(C)C)no1` gave GalR3 antag 1, PHOSPHO1 inh 58, HCV NS3 hel inh 10, GPR7 antagonist -8, IMP-1 inh -3.9, FID counter -15, VIM-2 inhibitor -2.3, V1aR counter 2.4 and OXTR agonist 12.
For COc1ccc(Nc2nc(-c3ccncc3)nc3ccccc23)cc1 the results were GalR3 antag -6, PHOSPHO1 inh 27, HCV NS3 hel inh -5, GPR7 antagonist -7, IMP-1 inh -1.7, FID counter -23, VIM-2 inhibitor 11*, V1aR counter -1.3 and OXTR agonist -2.5.
O=C(CCCn1c(=S)[nH]c2cc3c(cc2c1=O)OCO3)NC1CC1 was read as GalR3 antag -4, PHOSPHO1 inh -75, HCV NS3 hel inh 1, GPR7 antagonist -9, IMP-1 inh -3.0, FID counter -2, VIM-2 inhibitor -1.2, V1aR counter 0.1 and OXTR agonist 0.0.

The listing continues:
Screening Cc1ccccc1NC(=O)c1cccc(S(C)(=O)=O)c1 returned GalR3 antag -3, PHOSPHO1 inh 21, HCV NS3 hel inh -17, GPR7 antagonist -8, IMP-1 inh -2.4, FID counter -4, VIM-2 inhibitor -4.5, V1aR counter 0.1 and OXTR agonist 0.1.
`CC(CN1CCCC1)OC(=O)c1cccc(F)c1` (stereo unspecified) gave GalR3 antag 12, PHOSPHO1 inh 31, HCV NS3 hel inh 0, GPR7 antagonist -11, IMP-1 inh -2.5, FID counter -3, VIM-2 inhibitor 0.0, V1aR counter -0.1 and OXTR agonist 0.9.
`COc1ccc(N2CCC(CNC(=S)Nc3ccc(C)cc3C)C2)cc1` (stereo unspecified) gave GalR3 antag -1, PHOSPHO1 inh 20, HCV NS3 hel inh -67, GPR7 antagonist -11, IMP-1 inh -3.9, FID counter 11, VIM-2 inhibitor -4.4, V1aR counter 4.0 and OXTR agonist -0.1.
For CCOc1ccc(S(=O)(=O)N(C)c2ccc(OCC(=O)N3CCOCC3)cc2)cc1 the results were GalR3 antag 7, PHOSPHO1 inh 3, HCV NS3 hel inh 2, GPR7 antagonist -2, IMP-1 inh -4.3, FID counter -27, VIM-2 inhibitor -5.0, V1aR counter 1.3 and OXTR agonist 1.6.
Screening COC(=O)c1ccc(N/C(=N/S(=O)(=O)c2ccccc2)c2ccccc2)cc1 returned GalR3 antag 8, PHOSPHO1 inh 14, HCV NS3 hel inh 10, GPR7 antagonist -10, IMP-1 inh 0.5, FID counter -22, VIM-2 inhibitor -2.6, V1aR counter -0.3 and OXTR agonist -1.5.
`CC(=O)C1=NOC2C(=O)N(c3ccccc3)C(=O)C12` (stereo unspecified) gave GalR3 antag -12, PHOSPHO1 inh 44, HCV NS3 hel inh -12, GPR7 antagonist 5, IMP-1 inh -2.2, FID counter -3, VIM-2 inhibitor -1.2, V1aR counter 0.8 and OXTR agonist 0.8.
O=C(CSc1nnc(-c2n[nH]c3ccccc23)n1-c1ccccc1)Nc1cccc(Cl)c1 was read as GalR3 antag 21*, PHOSPHO1 inh 3, HCV NS3 hel inh 3, GPR7 antagonist -3, IMP-1 inh -1.7, FID counter -8, VIM-2 inhibitor 0.2, V1aR counter 1.7 and OXTR agonist 0.2.
